Screens: PubChem BioAssay, NMMLSC
Myeloid diff MLP = promotes myeloid progenitor differentiation | 360,000 compounds, 1% hits | ER-HoxA9 myeloid progenitors, lysozyme-GFP differentiation, flow cytometry | calls only at 10 µM;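 active = normalized GFP-positive differentiation at or above the plate's own cutoff, the solvent-only control mean plus 3 SD; inconclusive = no clear call, values can overlap the other calls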;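 note: cells exposed to compound for four days before flow analysis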
Myeloid diff MLP GFP+ MAC1+ % = further read-out of Myeloid diff MLP, marked with its call; GFP+ MAC1+ double positive, %; measured here: differentiation confirmed by MAC1 staining
* marks the source's active call; other numbers are inactive results; i = inactive; ? = inconclusive; . = not tested or not shown; + = active, no number. The list is partial; count on the stated rates, not on these rows.

SMILES	Myeloid diff MLP	Myeloid diff MLP GFP+ MAC1+ %
CCOc1ccc(N2C(=O)CC(N3CCN(c4ccc(C(=O)c5ccncc5)cc4)CC3)C2=O)cc1 (stereo not given)	i	0.4
CC(C)c1cccc(-c2csc(C(C)(O)c3cccc(F)c3)n2)c1 (stereo not given)	i	0.6
C[C@H](CO)N1C[C@H](C)[C@H](CN(C)C(=O)c2ccncc2)OCc2cnnn2CCCC1=O	i	0.8
CCN(CC(=O)Nc1c(F)cccc1F)C(=O)c1nc2nccc(C)n2n1	i	0.5
C=Cc1ncc(OC)c2c1[nH]c1ccccc12	i	1.9
O=S1(=O)N[C@H](Cc2ccccc2)COc2cc(N3CCC[C@@H]3CO)ccc21	i	1.1
O=c1c2ccccc2sn1-c1ccc(Cl)cc1Cl	i	0.2
Cc1ccc(C(=O)NCc2ccccn2)cc1S(=O)(=O)N1CCOCC1	i	0.1
C[C@H](NC(=O)Cc1cccc2ccccc12)C(=O)N1CCOCC1	i	0.5
COC(=O)[C@@]12CCCCN1[C@H](c1ccc(-c3ccc(C(C)=O)cc3)cc1)[C@@H]1C(=O)N(C)C(=O)[C@@H]12	i	1.5
CN=C1N(C)C[C@@H]2[C@@H]3C(=O)N(C)C(=O)[C@@H]3[C@](C)(C(=O)OC)N12	i	0.7
CC1(NC(=O)CCNC(=O)c2ccc(C(C)(C)C)cc2)CCS(=O)(=O)C1 (stereo not given)	i	0.3
Cc1cccc(C(=O)NCC(=O)OCC(=O)NC2CCCCCCC2)c1	i	0.9
CN(CC(=O)Nc1ccc(Cl)cc1)C(=O)CCNC(=O)c1ccc(Cl)cc1	i	1.2
Cc1ccnc(Nc2nc(-c3sc(C)nc3C)cs2)c1	i	0.1
O=C(Cc1ccccc1Cl)Nc1cc(S(=O)(=O)N2CCOCC2)ccc1N1CCOCC1	i	0.3
Cc1cccc(NC(=O)c2ccc(S(=O)(=O)N3CC(C)OC(C)C3)cc2)n1 (stereo not given)	i	0.5
COc1ccc(S(=O)(=O)N2CCN(Cc3cc(=O)n4ccccc4n3)CC2)cc1	i	1.3
Cc1cccc(NC(=O)CNC(=O)CN2CCN(C)CC2)c1C	i	0.6
CN(CC(=O)Nc1ccccc1Br)C(=O)CN1CCN(Cc2ccc(Cl)cc2)CC1	i	0.2
CCC(C)CN1C(=O)CSCC1(C)C(=O)Nc1c(C)cccc1C (stereo not given)	i	3.3
O=C(c1cc(-c2ccccc2)nn1-c1ccccc1)N1CCN(S(=O)(=O)c2ccc(F)cc2)CC1	i	0.8
CCOc1cccc(C=NNc2ccc(S(=O)(=O)Nc3ccccc3C(=O)O)cc2[N+](=O)[O-])c1O	i	1.1
COc1ccccc1C(=O)NC(=O)COC(=O)Cn1[nH]c(=O)c2ccccc2c1=O	i	0.4
C[C@H](CO)N1C[C@H](C)[C@@H](CN(C)Cc2ccc3c(c2)OCO3)OCc2cnnn2CCCC1=O	i	0.5

In another format: results already given.
> Cc1ccc(C(=O)NCc2ccccn2)cc1S(=O)(=O)N1CCOCC1
  Myeloid diff MLP: i; Myeloid diff MLP GFP+ MAC1+ %: 0.1
> C[C@H](NC(=O)Cc1cccc2ccccc12)C(=O)N1CCOCC1
  Myeloid diff MLP: i; Myeloid diff MLP GFP+ MAC1+ %: 0.5
> O=c1c2ccccc2sn1-c1ccc(Cl)cc1Cl
  Myeloid diff MLP: i; Myeloid diff MLP GFP+ MAC1+ %: 0.2
> O=C(c1cc(-c2ccccc2)nn1-c1ccccc1)N1CCN(S(=O)(=O)c2ccc(F)cc2)CC1
  Myeloid diff MLP: i; Myeloid diff MLP GFP+ MAC1+ %: 0.8

(listing goes on)
SMILES	Myeloid diff MLP	Myeloid diff MLP GFP+ MAC1+ %
O=C(NCc1ccc(F)cc1)C1CCCN1S(=O)(=O)c1ccc(F)cc1 (stereo not given)	i	0.6
COc1ccc(OCC(=O)NCc2nc(-c3ccccc3)no2)cc1	i	0.3
C=CCC[C@H](Cc1ccc(F)cc1)C(=O)OC[C@@H](NC(=O)[C@H](CC=C)CC(=O)NCCO)c1ccccc1	i	1.3
CC(C(=O)Nc1ccc(S(=O)(=O)Nc2ncccn2)cc1)N1C(=O)c2ccccc2S1(=O)=O (stereo not given)	i	1.1
CCN(CC)CC1CN(N=Cc2ccc([N+](=O)[O-])o2)C(=O)O1 (stereo not given)	i	0.9
CCCCn1c(N)c(N(CC)C(=O)c2c(CC)noc2C)c(=O)[nH]c1=O	i	1.1
CCCCNC(=O)c1ccc(Cc2cn(C)c3ccccc23)nc1	i	1.5
CC(C)NC(=O)C1CCN(Cc2cccc(OCc3ccccc3)c2)CC1	i	1.0
COc1cc(Br)c(CC(=O)NNC(=O)c2ccc(F)cc2)cc1OC	i	1.8
COc1ccccc1C(=O)NC(CCSC)C(=O)NCC(c1cccs1)N(C)C (stereo not given)	i	1.0
O=C(O)c1ccc(CNC(=O)C2CCN(S(=O)(=O)c3cccs3)CC2)cc1	i	1.5
COc1cc(SC)ccc1C(=O)N(C)CC(=O)Nc1cccc2ccccc12	i	0.2
Nc1nc2c(ncn2[C@@H]2O[C@H](CNCc3ccc4ncccc4c3)[C@@H](O)[C@H]2O)c(=O)[nH]1	i	0.8
CN(C)CCn1c2c(c(SCC(=O)Nc3cccc(C(F)(F)F)c3)nc1=O)CCCC2	i	1.5
O=C(OCC(=O)N1CCN(c2ccc(F)cc2)CC1)c1cnc2ccccc2n1	i	0.3
CCc1ccccc1OCC(=O)Nc1cccc(S(=O)(=O)NCc2ccco2)c1	i	0.5
COc1ccc(-c2sc3cc4c(cc3c2-c2ccc(OCCN3CCCCC3)cc2)OCO4)cc1	+	4.9*
O=C(c1cc2c(s1)CCCC2)N1CCN(S(=O)(=O)c2ccccc2)CC1	i	0.4
COc1ccc(C(=O)CCC(=O)Nc2ccc(N3CCN(C)CC3)cc2)cc1OC	i	0.4
COc1cc(/C=C/C(=O)Nc2cccc(S(=O)(=O)N3CCOCC3)c2)ccc1OCC#N	i	1.7
O=S(=O)(CCN1CCN(c2ccccc2O)CC1)c1ccc(Cl)cc1	i	0.5
COc1cccc(NC(=O)N2CCc3nc(NCc4cccc(Oc5ccccc5)c4)ncc3C2)c1	?	.
Cc1nc2ccccn2c(=O)c1NC(=O)c1ccc2c(c1)OCO2	i	0.7
CC1(C(=O)NS(=O)(=O)C2CC2)CCCN(C(=O)c2cccc(OC(F)(F)F)c2)C1 (stereo not given)	i	0.7
CCCCN(C(=O)c1cc(Cl)nc2ccccc12)c1c(N)n(Cc2ccccc2)c(=O)[nH]c1=O	i	1.0

Among those listed so far, these contain a Cl atom:
SMILES	Myeloid diff MLP	Myeloid diff MLP GFP+ MAC1+ %
O=c1c2ccccc2sn1-c1ccc(Cl)cc1Cl	i	0.2
CN(CC(=O)Nc1ccc(Cl)cc1)C(=O)CCNC(=O)c1ccc(Cl)cc1	i	1.2
O=C(Cc1ccccc1Cl)Nc1cc(S(=O)(=O)N2CCOCC2)ccc1N1CCOCC1	i	0.3
CN(CC(=O)Nc1ccccc1Br)C(=O)CN1CCN(Cc2ccc(Cl)cc2)CC1	i	0.2
O=S(=O)(CCN1CCN(c2ccccc2O)CC1)c1ccc(Cl)cc1	i	0.5
CCCCN(C(=O)c1cc(Cl)nc2ccccc12)c1c(N)n(Cc2ccccc2)c(=O)[nH]c1=O	i	1.0

Later entries
SMILES	Myeloid diff MLP	Myeloid diff MLP GFP+ MAC1+ %
C[C@H]1CN([C@@H](C)CO)C(=O)CCCn2cc(nn2)CO[C@@H]1CN(C)C(=O)Nc1ccc(-c2cccs2)cc1	i	0.7
O=C(CN1C(=O)NC2(CCCC2)C1=O)Nc1nc2c(F)cc(F)cc2s1	i	0.7
O=C1NC[C@H](CCCCN2C[C@H](Cc3ccccc3)N(CCC3CCCCC3)C(=O)C2=O)N(Cc2ccccc2)C1=O	i	2.1
COc1ccccc1NS(=O)(=O)c1ccc(C)c(C(=O)N2CCCC2)c1	i	0.8
O=C(COC(=O)c1ccc2ncsc2c1)NCc1ccc(F)cc1	i	0.4
Cc1ccc(S(C)(=O)=O)cc1C(=O)OCC(=O)N(Cc1ccccc1)Cc1ccccc1	i	0.7
Cc1ccc(N2C(=O)N(CC(=O)Nc3ccc(C)cc3Cl)C(=O)C2C)cc1 (stereo not given)	i	1.0
CCCN(CC(=O)Nc1ccccc1C)C(=O)Cc1c[nH]c2ccccc12	i	0.7
O=C(Oc1ccc(OC(=O)c2ccncc2)cc1)c1ccncc1	i	0.5
CSc1ccc(CN2CCC(C)(Oc3ccc4ccccc4c3)C2)cc1 (stereo not given)	+	2.9*
COC(=O)[C@H](C)N1C/C=C\COc2c(Cl)cc(Cl)cc2S1(=O)=O	i	0.5
CCCn1c(N)c(C(=O)CN2CCN(S(=O)(=O)c3cccc(Cl)c3)CC2)c(=O)[nH]c1=O	i	1.2
CNC(=O)C[C@H]1C(=O)N(c2ccc(OC)cc2)C[C@@H]1CSC	i	0.2
C=CCOc1cccc(C2C(C(=O)c3ccc(C)o3)=C(O)C(=O)N2c2nnc(C)s2)c1 (stereo not given)	i	2.0
Cc1ccccc1/C=C1\Oc2ccccc2C1=O	i	0.7
O=C(Cn1cnc2c(NCc3ccccc3)ncnc21)NCCc1cc2ccccc2[nH]1	i	2.7
O=C1C=C(c2ccc(Cl)nc2)C[C@@H](c2ccc3c(c2)OCO3)C1	i	1.3
CC(C)Nc1ncnc2c1ncn2[C@H]1CN(Cc2ccccc2)C[C@@H](CO)O1	i	0.8
Cn1nc(C(=O)OCC(=O)Nc2ccc(C(N)=O)cc2)c2ccccc2c1=O	i	0.9
O=C(c1ccc(-c2ccccc2Cl)o1)N1CCCC(C(F)(F)F)C1 (stereo not given)	i	0.3
O=C(Nc1ccc(OC(F)(F)F)cc1)C1CC(=O)N(Cc2ccco2)C1 (stereo not given)	i	1.3
CCOC(=O)N1CCC(Nc2nc3ccccc3n3cnnc23)CC1	i	2.2
Cc1cc(C(=O)COC(=O)c2cnccn2)c(C)n1-c1ccc(Br)cc1	i	0.5
CCCCn1nnnc1C1(C)CCC(=O)N1Cc1ccc(C)cc1 (stereo not given)	i	0.9
CCN(CC)c1ccc(S(=O)(=O)N2CCCCC2)cc1NC(=O)C1CSC2(C)CCC(=O)N12 (stereo not given)	i	0.4
Going on with the list:
SMILES	Myeloid diff MLP	Myeloid diff MLP GFP+ MAC1+ %
O=C(NCc1ccc(F)cc1)c1cccc(S(=O)(=O)N2CCOCC2)c1	i	1.0
CC(=O)c1cccc(NC(=O)C2(C)Cc3c(-c4cccc(C(N)=O)c4)ccnc3O2)c1 (stereo not given)	i	1.0
Brc1ccc2c(c1)-c1ccccc1C1=NCCN12	i	0.5
CN(C(=O)C(C)(C)C)[C@H]1C[C@H]2c3[nH]c4ccccc4c3CCN2C(=O)[C@H]1CO	i	1.7
CCOc1ccc(NC(=O)CSc2nnc(C)n2C2CC2)cc1S(=O)(=O)N1CCCC1	i	0.5
Cc1cc([N+](=O)[O-])c(=O)[nH]c1C	i	0.5
CSc1ncccc1C(=O)OCC(=O)c1[nH]c(C)c(C(C)=O)c1C	i	2.0
CCC(C(=O)OCC(=O)c1c(N)n(CC(C)C)c(=O)n(C)c1=O)c1ccccc1 (stereo not given)	i	1.0
Cc1cccc(NC(=O)c2ccc(Cl)c(S(=O)(=O)N3CCCCC3)c2)n1	i	1.5
CC(=O)Nc1sc(C)c(C)c1C(=O)OCC(=O)N(CC(C)C)c1c(N)n(Cc2ccccc2)c(=O)[nH]c1=O	i	0.1
Cc1ccc(S(=O)(=O)N[C@H](C(=O)OCC(=O)NC(=O)c2cccn2C)C(C)C)cc1	i	1.0
COC(=O)c1c(NC(=O)c2ccnn2C)sc(C)c1C	i	1.0
CCC(=O)c1ccc(OCC(=O)OCC(=O)c2c(N)n(C)c(=O)n(C)c2=O)cc1	i	1.3
O=C(NCc1ccco1)c1cc(S(=O)(=O)N2CCCCC2)ccc1Cl	i	0.6
CCc1nc2c(OCC(=O)c3ccc(Cl)cc3Cl)cccn2c1N(C)C(=O)COc1ccccc1	i	1.1
CCN(C(=O)CSc1ncn[nH]1)c1c(N)n(Cc2ccccc2)c(=O)[nH]c1=O	i	1.4
Nc1nc2c(ncn2C2CCCC2)c(=O)[nH]1	i	1.4
COC(=O)c1cc(S(=O)(=O)NCC(C)c2ccccc2)c[nH]1 (stereo not given)	i	2.6
COCCNc1nc(NCc2ccc(C(C)C)cc2)c2sccc2n1	i	1.8
CCCCn1c(N)c(N(CCOC)C(=O)CCCc2cccs2)c(=O)[nH]c1=O	i	1.1
Cc1cccc(CNc2ncnc3ccc(-c4ccccc4Cl)cc23)c1	i	2.0
COC(=O)c1c(C)[nH]c(C(=O)OC(C)C(=O)NC2CCCCC2C)c1C (stereo not given)	i	1.6
Nc1ncnc2c1ncn2C1C=C(CO)C(O)C1O (stereo not given)	?	.
O=C(Nc1cc(Cl)ccc1-n1cncn1)c1ccccc1OC(F)F	i	1.4
CCOC(=O)C1=C(COC(=O)C2CC(=O)N(c3ccc(CC)cc3)C2)NC(=O)NC1C (stereo not given)	i	1.0
More entries follow:
SMILES	Myeloid diff MLP	Myeloid diff MLP GFP+ MAC1+ %
CCOC(=O)c1c(C)[nH]c(C(=O)OCC(=O)NCCc2ccc(OCC)c(OCC)c2)c1C	+	2.9*
CC(C)(C)c1ccc2oc(=O)cc(-c3cccc(-c4ccc(C(F)(F)F)cc4)c3)c2c1	i	2.0
CCCCOc1ccc(/C=C/C(=O)N(CC)CC(=O)Nc2ccc3c(c2)OCCO3)cc1OC	i	0.4
CCOc1cc(N2CCOCC2)c(OCC)cc1NC(=O)c1ccccc1N1CCCC1=O	i	2.0
COc1ccc(CNC(=O)CN2C(=O)NC3(CCCCCC3)C2=O)cc1	i	0.8
CN(Cc1ccccc1)C(=O)c1ccc(NC(=O)C2CCN(C(=O)OC(C)(C)C)CC2)cc1	i	2.1
O=C(Nc1cccc(S(=O)(=O)N2CCCC2)c1)c1ccco1	i	0.2
COCCCNCc1cc(C)n(-c2cc(S(=O)(=O)N3CCOCC3)ccc2N2CCCC2)c1C	i	0.1
CCN(CC(=O)Nc1ccccc1C(F)(F)F)C(=O)c1ccccc1OCc1ccc(F)cc1	i	1.1
O=C(NNC(=O)c1ccccc1Cl)c1csc(N2CCOCC2)n1	i	0.5
CCCc1ccc(OCCNC(C)=O)cc1	i	2.5
